# PfHsp40 rescue: compounds rescuing yeast from Plasmodium falciparum HSP40 toxicity; AID 504582; growth rescue, % at 12.5 µM; S. cerevisiae expressing PfHsp40, growth rescue, ATP luminescence; actives 0.68% (n = 340,000); in the data active means growth rescue above about 28%, passing the limit was not always enough; inconclusive means no clear call, values can overlap the other calls;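 further: yeast W303a lacking pdr1 and pdr3 grown in galactose medium; growth measured after three days at 30 °C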
# BH1578 lux ind: inducers of Vibrio cholerae quorum light production without autoinducers; V. cholerae BH1578 lux reporter, luminescence, 6 h; activation, % at 18.7 µM; actives 0.16% (n = 350,000); in the data active means activation mostly above about 9.7%, no sharp cut-off; inconclusive means no clear call, values can overlap the other calls; inactive means mostly below about 3.7%; further: not every result past the cut was called active; inactives centre near 0; reference of the scale not given here
# Anthrax LF prot: inhibitors of Bacillus anthracis lethal factor protease. P15917. multiplex microsphere protease cleavage assay, LF. inhibition, % at 10 µM. actives 0.12% (n = 360,000). AID 588501; in the data active means inhibition above about 30%; inconclusive means no clear call, values can overlap the other calls; further: plate controls were buffer without enzyme for full effect and enzyme alone for no effect
# SSB-PriA inh: blocks PriA binding to SSB C-terminal tail; AlphaScreen SSBct-PriA binding, biotinylated peptide; inhibition, % at 33 µM; actives 0.6% (n = 430,000); AID 1272365; in the data active means inhibition mostly above about 37%, no sharp cut-off; inactive means mostly below about 20%;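 further: plate controls were negative control peptide for no effect and reference peptide for full effect; strong numbers were not always called active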
# TcdB GH inh: blocks C. difficile toxin B glycohydrolase activity | TcdB glycohydrolase enzymatic assay, plate reader | inhibition, % at 9.99 µM | actives 0.24% (n = 350,000) | AID 652162; in the data active means inhibition above about 10%
# Y pestis TopoI: blocks Yersinia pestis topoisomerase I activity; Y. pestis Topo-I cleavage product accumulation, plate reader; activity, % at 10 µM; actives 0.064% (n = 360,000); AID 504884; in the data active means activity above about 50%, passing the limit was not always enough; inconclusive means no clear call, values can overlap the other calls; further: inactives centre near 2
# DUSP3 inh: inhibitors of human VHR1 phosphatase (DUSP3); actives 0.52% (n = 290,000); P51452; AID 1654; inhibition, % at 13.3 µM; recombinant VHR phosphatase, pNPP absorbance; in the data active means inhibition above about 50%; further: some compounds called inactive have numbers as strong as hits
# Target sequence (P51452 whole entry, looked up): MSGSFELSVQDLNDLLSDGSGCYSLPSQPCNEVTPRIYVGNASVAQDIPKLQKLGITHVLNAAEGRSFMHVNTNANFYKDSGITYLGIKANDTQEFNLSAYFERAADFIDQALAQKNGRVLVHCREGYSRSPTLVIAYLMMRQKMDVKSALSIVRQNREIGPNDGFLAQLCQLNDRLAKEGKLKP
# 3CLpro inhibitor: SARS-CoV 3CLpro protease inhibition. P0C6X7. actives 0.14% (n = 290,000). recombinant SARS-CoV 3CLpro, quenched FRET peptide cleavage. inhibition, % at 6 µM; in the data active means inhibition above about 12%
# Rv3671c inh: Rv3671c (M. tuberculosis) protease inhibition | AID 2606 | inhibition, % at 5.96 µM | P9WHR9 | actives 0.048% (n = 320,000); in the data active means inhibition above about 38%;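 further: extracellular domain of Rv3671c used as enzyme; 0% = enzyme with DMSO and 100% = no enzyme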
# Target sequence (P9WHR9 whole entry, looked up, the tested form may be a part): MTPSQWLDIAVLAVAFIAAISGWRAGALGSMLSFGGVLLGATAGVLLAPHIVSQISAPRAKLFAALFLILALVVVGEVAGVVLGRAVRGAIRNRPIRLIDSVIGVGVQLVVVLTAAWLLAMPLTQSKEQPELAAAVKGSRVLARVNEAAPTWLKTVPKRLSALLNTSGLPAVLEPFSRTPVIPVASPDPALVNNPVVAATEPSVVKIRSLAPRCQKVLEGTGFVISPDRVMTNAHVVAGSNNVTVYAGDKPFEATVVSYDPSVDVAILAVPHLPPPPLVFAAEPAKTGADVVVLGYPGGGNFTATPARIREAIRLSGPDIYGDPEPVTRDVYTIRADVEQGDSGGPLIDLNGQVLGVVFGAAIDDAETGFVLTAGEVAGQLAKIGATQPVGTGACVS
# MazEF act: increases E. coli MazEF RNase cleavage of RNA. FAM/BHQ RNA-DNA oligo cleavage fluorescence, 5 h. actives 0.32% (n = 350,000). AID 504720. activation, % at 20 µM. P0AE70; in the data active means activation above about 50%
# Target sequence (P0AE70 whole entry, looked up): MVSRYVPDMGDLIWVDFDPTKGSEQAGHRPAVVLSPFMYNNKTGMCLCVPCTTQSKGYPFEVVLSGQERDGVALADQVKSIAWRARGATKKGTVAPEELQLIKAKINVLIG
# Starred values were filed as active, the others as inactive; i = inactive; ? = inconclusive; / = no result given; & = joins results of further samples.
[1] c1ccc(-c2csc(NNC3=NCCCCC3)n2)cc1
[2] CCOC(=O)CN(C#N)c1nc(N(C)C)nc(N(C)C)n1
[3] O=C(Nc1ccc(N2CCOCC2)c(Cl)c1)c1ccc(-n2cnnc2)cc1Cl
[4] O=C(CS(=O)(=O)c1ccc(Cl)cc1)Nc1nccs1
[5] Cc1[nH]nc2c1C(c1cccc(O)c1)C1=C(CC(C)(C)CC1=O)N2 (centres undefined)
[6] Cc1nnc2n1CCCCC2
[7] COC1=CC(=O)c2ccccc2C1=O
[8] Cn1c(=O)c2c(nc(NCCOc3ccc(C(C)(C)C)cc3)n2C)n(C)c1=O
Screen / compound no.	1	2	3	4	5	6	7	8
PfHsp40 rescue	0.2	-0.2	-1.0	/	0.7	-1.3	-0.9	-0.6
BH1578 lux ind	1.4	i	i	2.2	i	0.9	0.9	i
Anthrax LF prot	-1	-2	-4	1	-11	19	-2	0
SSB-PriA inh	8	-6	-4	-13	-12	0	8	-7
TcdB GH inh	/	2.2	-2.8	1.7	/	0.2	/	0.8
Y pestis TopoI	-15	4	-6	10	4	7	-2	0
DUSP3 inh	8	6	22	/	28	12	/	-14
3CLpro inhibitor	6	5	1	/	3	1	/	-2
Rv3671c inh	-3	-5	7	/	-4	9	-48	5
MazEF act	-11	1	4	0	5	-3	4	0

[9] Cc1ccc(C(=O)OCC(=O)N2CCC(C)CC2)cc1S(=O)(=O)N1CCOCC1
[10] COc1ccc(Cl)cc1C(=O)NNC(=O)c1cccc(S(=O)(=O)N(C)C)c1
[11] Cc1ccccc1NS(=O)(=O)c1cccc2nsnc12
[12] CCOC(=O)C1CN(S(=O)(=O)c2cccc(C(F)(F)F)c2)c2cc(CC(=O)OC)ccc2O1 (centres undefined)
[13] Cc1c(Cl)cccc1NC(=O)CSc1nc(=O)n(CCCN2CCOCC2)c2c1CCC2
[14] CC1=C/C(=C(/c2ccc(O)c(C)c2)c2ccccc2S(=O)(=O)O)C=CC1=O
[15] Cc1ccc(S(=O)(=O)NNC(=S)Nc2c(Cl)cccc2Cl)cc1
[16] CN(C)c1ccc(C(=O)/C=C/c2ccco2)cc1
Screen / compound no.	9	10	11	12	13	14	15	16
PfHsp40 rescue	/	3.9	-1.1	2.4	-1.0	0.6	-0.3	0.8
BH1578 lux ind	i	1.9	0.6	-0.3	-0.3	-0.3	-0.5	i
Anthrax LF prot	-8	1	-12	-8	0	3	-4	10
SSB-PriA inh	/	-12	1	-35	-16	/	2	-2
TcdB GH inh	1.1	/	-0.6	/	-1.9	1.4	-7.2	/
Y pestis TopoI	4	2	1	9	8	4	3	9
DUSP3 inh	/	4	16	0	/	/	18	-5
3CLpro inhibitor	/	2	4	3	/	/	-5	3
Rv3671c inh	/	-1	-4	0	4	-9	-2	-7
MazEF act	16	3	2	-1	1	-9	1	-1

[17] CC(C)(C)c1ccc(C(=O)OCc2c(-c3ccccc3)ncc3ccccc23)cc1
[18] COc1ccc(-c2cnc3c(NC(C)=O)cc(-c4cccc(C(=O)NCCN(C)C)c4)cn23)cc1OC
[19] O=C(N1CCCCC1)N1CCCN(C(=O)N2CCCCC2)CC1
[20] COc1ccc(S(=O)(=O)N(C)C[C@H]2Oc3ccc(NS(=O)(=O)c4ccccc4)cc3CC(=O)N([C@H](C)CO)C[C@@H]2C)cc1
[21] Cc1ccccc1C(=O)N1Cc2ccccc2-n2nncc2C1
[22] CC(C(=O)NCCS(=O)(=O)c1ccc(Br)cc1)S(=O)(=O)c1ccc(Cl)cc1 (centres undefined)
[23] CC(=O)Nc1ccc(S(=O)(=O)Nc2nccc(/C=C/c3ccc(Cl)cc3)n2)cc1
[24] COc1ccccc1-n1cc(CN2CCN(CC=C(C)C)C(CCO)C2)cn1 (centres undefined)
Screen / compound no.	17	18	19	20	21	22	23	24
PfHsp40 rescue	0.0	/	0.1	-1.3	/	0.6	-0.2	-0.1
BH1578 lux ind	-0.6	-0.5	-2.2	1.2	-0.4	-1.2	-0.2	i
Anthrax LF prot	3	-3	-1	-2	2	-6	-3	-5
SSB-PriA inh	-9	/	-7	-1	/	-13	-2	-6
TcdB GH inh	-0.4	1.5	/	0.8	0.5	-5.6	-0.6	-0.6
Y pestis TopoI	-1	-17	0	8	6	15	1	0
DUSP3 inh	/	/	-19	/	/	-9	-2	16
3CLpro inhibitor	/	/	-2	/	/	1	0	4
Rv3671c inh	-13	/	6	-1	/	3	1	1
MazEF act	-4	/	4	3	5	4	2	5

[25] O=C(N1CCCC1)C12CCC3CC(CC(C3)C1)C2
[26] Cc1cnn(C(=S)NCC2CCCO2)c1 (centres undefined)
[27] CCOc1ccc2nc(NC(=O)c3cccc(-c4cc5ccccc5oc4=O)c3)sc2c1
[28] Cc1ccccc1OCC(=O)NCC(=O)OCc1ccc(Br)cc1
[29] CC1CCCN(CC(O)COc2ccc(-c3ccccc3)cc2)C1 (centres undefined)
[30] Cc1ccc(S(=O)(=O)NC(=O)C2(C)CCN2C(=O)Cc2cccs2)nc1 (centres undefined)
[31] COC(=O)c1sccc1NS(=O)(=O)c1ccc(OC)cc1
[32] O=C(CN(C(=O)CCC(=O)Nc1ccccn1)c1ccccc1F)NCc1ccc2c(c1)OCO2
Screen / compound no.	25	26	27	28	29	30	31	32
PfHsp40 rescue	0.4	-0.5	-0.4	-2.5	-0.2	/	1.1	0.6
BH1578 lux ind	i	i	-0.7	-0.9	-0.5	-3.0	-0.5	i
Anthrax LF prot	7	10	0	-4	1	-1	-5	-5
SSB-PriA inh	-3	-5	1	6	-7&-1	/	-14	5
TcdB GH inh	/	/	0.1	1.2	1.1	-0.1	/	-0.5
Y pestis TopoI	-3	-5	11	37	5	3	-2	8
DUSP3 inh	31	17	1	5	23	/	-1	22
3CLpro inhibitor	0	-1	-2	0	-8	/	1	6
Rv3671c inh	-13	-3	-9	-1	12	/	-3	8
MazEF act	-2	11	-56	-5	-24	/	3	7

[33] Cc1ccc(OCC(=O)Oc2c(C)cccc2C)cc1
[34] N#Cc1nc(-c2cccc3ccccc23)oc1NCCN1CCCCC1
[35] O=C(C1=COCCO1)N1CCN(c2nc3ccc([N+](=O)[O-])cc3s2)CC1
[36] COc1ccccc1NC(=O)N(Cc1ccccc1)C1=NCC(C)S1 (centres undefined)
[37] CNC(=O)Cn1nc(C)c2ccccc2c1=O
[38] O=C(NCc1ccccc1CN1CCCC1)c1cc2cc(Cl)ccc2o1
[39] COc1ccc(OCc2cc(=O)c3ccc4c(c3o2)C=CC(C)(C)O4)cc1OC
[40] O=C(NC1CCN(C(=O)c2cccc([N+](=O)[O-])c2)CC1)c1ccccc1
Screen / compound no.	33	34	35	36	37	38	39	40
PfHsp40 rescue	24	-1.1	-1.6	0.8	-1.5	1.1	5.1	-1.2
BH1578 lux ind	i	-0.7	i	16	0.7	-5.6	-2.0	i
Anthrax LF prot	-5	-2	1	-2	-5	-4	0	8
SSB-PriA inh	-30	21	1&-13	-19	-6	2	16	-5
TcdB GH inh	0.5	/	2.3	/	/	0.5	-5.3	0.3
Y pestis TopoI	11	3	-9	7	2	15	26	8
DUSP3 inh	-15	19	/	3	40	/	/	24
3CLpro inhibitor	-2	0	/	4	2	/	/	2
Rv3671c inh	-3	-2	2	7	2	3	-42	144*
MazEF act	-15	6	2	-7	-8	10	7	-4

[41] Cc1ccc(-n2c(SCC(=O)N3CCOCC3)nnc2-c2ccncc2)cc1C
[42] CCOC(=O)C(CC)n1cnc2c(oc3ccccc32)c1=O (centres undefined)
[43] O=C(c1ccccc1)N1CCC(c2nc3c(nnn3Cc3ccco3)c(=O)[nH]2)CC1
[44] CCn1c(SCC(=O)Nc2ccc(OC)cc2)nc2nc3c(cc2c1=O)COC(C)(C)C3
[45] O=C(Nc1ccc2c(c1)OCO2)c1cc(C2CCCCN2C(=O)c2ccc3ccccc3c2)on1 (centres undefined)
[46] CCOC(=O)c1cc(C)n(Cc2cccc(OC)c2OC)c1C
[47] CC1CCCCC1NC(=O)c1ccc(S(=O)(=O)NCC2CCCO2)cc1 (centres undefined)
[48] Cc1ccccc1-c1nc(CS(=O)CC(=O)NC2CC2)c(C)o1 (centres undefined)
Screen / compound no.	41	42	43	44	45	46	47	48
PfHsp40 rescue	-0.4	0.4	-0.7	/	/	11	3.3	0.9
BH1578 lux ind	-0.5	0.6	/	i	i	-0.3	-0.4	i
Anthrax LF prot	4	-6	-8	17	-6	0	0	-2
SSB-PriA inh	-2	0	-7	-8	/	-6	-4	0
TcdB GH inh	1.4	/	-0.1	-0.3	0.3	/	0.6	3.0
Y pestis TopoI	1	-6	6	9	15	2	2	-2
DUSP3 inh	23	19	50*	13	/	4	9	15
3CLpro inhibitor	-4	-3	1	2	/	0	-3	-3
Rv3671c inh	2	6	2	6	/	1	5	3
MazEF act	5	2	6	7	/	0	6	-1

[49] Cc1ccc(C)c(NC(=O)c2cc(C)nc3ccccc23)c1
[50] Cc1ccc(C(=O)Nc2ccncc2)o1
[51] Cc1ccc([C@H]2C[C@H](n3cc(C4CC4)nn3)[C@@H](O)CN2CC2CCCCC2)cc1
[52] O=C(Nc1ccccc1C(F)(F)F)N1CCN(c2ccc3nncn3n2)CC1
[53] COc1ccc(N2CCN(C(=O)CCCN3C(=O)c4cccc5cccc(c45)C3=O)CC2)cc1
[54] COc1ccccc1CNC(=O)CN1C(=O)CSc2ccc(S(=O)(=O)N3CCCC3)cc21
[55] CCCC(=O)Nc1ccc(NC(=O)c2ccccc2F)cn1
[56] CC(C)(C)C(=O)c1no[n+]([O-])c1/C(=N/O)C(C)(C)C
Screen / compound no.	49	50	51	52	53	54	55	56
PfHsp40 rescue	-0.8	0.2	/	1.6	-0.5	0.4	0.5	0.6
BH1578 lux ind	-0.7	i	-0.4	-0.2	-0.7	-0.3	i	/
Anthrax LF prot	-12	-2	-4	-4	-14	-1	-5	-2
SSB-PriA inh	-12	-22	/	-12&-16	9	-21	-3	/
TcdB GH inh	1.0	/	1.0	0.6	/	0.5	1.8	0.5
Y pestis TopoI	2	-1	4	0	5	2	4	6
DUSP3 inh	2	3	/	-1	20	-6	31	-6
3CLpro inhibitor	-4	3	/	-1	2	0	8	0
Rv3671c inh	-5	0	/	13	1	-4	-1	-6
MazEF act	13	4	0	2	9	1	2	-2

[57] COc1cccc(NC(=O)COC(=O)Cn2c(C)csc2=O)c1
[58] Cc1ccc(SCCNC(=O)c2cccc([N+](=O)[O-])c2C)cc1
[59] Cc1cccc(NC(=O)c2ccccc2OCC(=O)N2CCOCC2)c1C
[60] Cn1c(COc2ccccc2O)[n+](C)c2ccccc21
[61] CC(C)c1cc(N2CCN(C(=O)c3ccco3)CC2)n2c(nc3ccccc32)c1C#N
Screen / compound no.	57	58	59	60	61
PfHsp40 rescue	-0.5	0.3	-0.5	-0.8	-0.7
BH1578 lux ind	-0.5	i	-0.4	i	-0.1
Anthrax LF prot	11	?	-2	-6	-7
SSB-PriA inh	-3	-8	-7	-4	-25
TcdB GH inh	0.2	/	-1.0	1.1	-1.9
Y pestis TopoI	-2	1	9	1	-3
DUSP3 inh	/	14	7	10	29
3CLpro inhibitor	/	6	4	-8	0
Rv3671c inh	1	1	-9	6	-8
MazEF act	5	-13	-5	0	2

# By substructure, those above containing an aryl thioether with sulfur outside any ring
[13] Cc1c(Cl)cccc1NC(=O)CSc1nc(=O)n(CCCN2CCOCC2)c2c1CCC2
[41] Cc1ccc(-n2c(SCC(=O)N3CCOCC3)nnc2-c2ccncc2)cc1C
[44] CCn1c(SCC(=O)Nc2ccc(OC)cc2)nc2nc3c(cc2c1=O)COC(C)(C)C3
[58] Cc1ccc(SCCNC(=O)c2cccc([N+](=O)[O-])c2C)cc1
Screen / compound no.	13	41	44	58
PfHsp40 rescue	-1.0	-0.4	/	0.3
BH1578 lux ind	-0.3	-0.5	i	i
Anthrax LF prot	0	4	17	?
SSB-PriA inh	-16	-2	-8	-8
TcdB GH inh	-1.9	1.4	-0.3	/
Y pestis TopoI	8	1	9	1
DUSP3 inh	/	23	13	14
3CLpro inhibitor	/	-4	2	6
Rv3671c inh	4	2	6	1
MazEF act	1	5	7	-13

# Compound activity from PubChem BioAssay.

# Some of the compounds tested. The share of hits here may be higher or lower than overall.
